Chronic BCR inh – blocks chronic active B-cell receptor signaling; Potency, µM (top dose mostly 46.1 µM), without a hit: top-dose ratio change, negative = lower green/red ratio, hits mostly inhibitors; 340,000 tested, 0.05% active; AID 493014; ABC-DLBCL IkBa-CBG/CBR reporter, luminescence ratio, 4 h; active means well fitted inhibition curve with a large enough effect in the signal ratio, with a control signal flat, not every such curve was filed as active; inconclusive means small, poorly fitted or top-dose-only effect, or effect the other way, or a change in a side signal; the % refers to the signal ratio;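 further: potency means the concentration at half of the fitted maximal effect; plate controls were basal doxycycline-induced cells for no effect and cells given 10 µM MG132 for full effect; MG132 reads +100%, hits lower the ratio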
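Compounds up to 46 uM were incubated four hours with TMD8 cells whose green CBG68 luciferase is fused to IkappaBalpha; red CBR luminescence normalised the signal, and concentration-effect curves were fitted to fusion, red and ratio data.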
Mito fusion act – mitochondrial division inhibition or fusion activation | S. cerevisiae fusion-defective mutant growth rescue, CellTiterGlo 48 h | 320,000 tested, 0.23% active | Potency, µM (series often up to 46.1 µM), without a hit: at the top dose growth rescue (activation), most hits filed as activators;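 further: potency means the concentration at half of the fitted maximal effect; % of control where 0% means no effect; nearly all actives have a fitted effect of over 45% in size; temperature-sensitive fusion mutants such as fzo1-1 at 37 °C on non-fermentable ethanol glycerol medium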
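Temperature-sensitive fusion-defective S. cerevisiae (e.g. fzo1-1, mgm1-5) were grown with compound in YPEG medium (3% ethanol, 3% glycerol) for 48 hours at 37C. Growth rescue was measured as viability by CellTiterGlo luminescence after 10 minutes at ambient.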
a7 integrin act – integrin-mediated muscular dystrophy alleviation activation; alpha7betagal myoblasts, beta-gal FDG fluorescence, 48 h; Potency, µM (doses to about 38.3 µM), for inactives: at the top dose activation, actives largely listed as activators; 350,000 tested, 0.064% active; AID 624291;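 further: potency means the concentration at half of the fitted maximal effect; 100% = response of the positive control SU9516; nearly all actives have a fitted effect of over 60% in size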
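Alpha7betagal+/- myoblasts (passage 13) were plated 16-24 hr, then exposed to compounds (1:260 dilution of DMSO stock) for 48 hours at 37C. After MPER lysis, β-galactosidase reporter activity was read as FDG fluorescence (ex 480/em 540) after 30 minutes.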
Eya2 inh – Eya2 (human) phosphatase inhibition; O00167; recombinant Eya2, OMFP fluorescence dephosphorylation (OMFP is methylfluorescein phosphate); Potency, µM (highest dose often 76.9 µM), without a hit: at the highest dose activity, negative = inhibition, most hits filed as inhibitors; 330,000 tested, 0.006% active; AID 488837; further: potency means the concentration at half of the fitted maximal effect; on the % scale 0 is the no-effect control and ±100 the full control effect
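Eya2 protein (added as 0.2 uM solution) was preincubated with compound for 10 min at ambient temperature in 50 mM HEPES pH 7.5, 50 mM NaCl, 5 uM MgCl2, 0.05% BSA, 1 mM DTT. OMFP (added at 50 uM) then reacted 10 min; fluorescence read at 485/525 nm.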
A-T KAP1 phos – potential ataxia-telangiectasia treatment | […] A-T fibroblasts, KAP-1 phosphorylation AlphaLISA; neocarzinostatin DNA damage 30 min before lysis | Potency, µM (highest dose often 57.5 µM), for inactives: at the highest dose activation, most hits filed as activators | 320,000 tested, 0.19% active | AID 485349; further: potency means the concentration at half of the fitted maximal effect; % of control where 0% means no effect; nearly all actives have a fitted effect of over 45% in size
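hTERT-immortalized A-T patient fibroblasts ([…]), 500 cells/well in OPTI-MEM, 1% FBS, got compounds for 60 min, then NCS for 30 min at 37C. Lysates were then assayed for phospho-KAP-1 by AlphaLISA (anti-pKAP1 donor, anti-KAP1 acceptor beads), 6 hr at 25C.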
TSHR antagonist – human thyrotropin receptor antagonism; activity change, negative = inhibition, % at 11.5 µM; AID 504810; TSHR-expressing cells, TSH-stimulated cAMP HTRF, 2 h; active compounds read low; 330,000 tested, 0.2% active; P16473;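 active means activity change below a set negative limit, meaning inhibition stronger than a set level, cut at about -70% in these data; inconclusive means activity change between two set negative limits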; further: on the % scale 0 is the no-effect control and ±100 the full control effect
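Read-out is FRET at 665 nm (cryptate excitation 337 nm) from a cryptate-tagged anti-cAMP antibody, competed by cell cAMP against cAMP-d2. Compounds are tested on freshly harvested TSHR cells challenged with 4nM TSH (EC80) for 2 hours at 37 deg C.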
TCR act – T cell receptor activation | AID 504894 | 330,000 tested, under 10 active | Potency, µM (titrated, usually from 9.22 µM), inactives show top-dose activation of IL-2 secretion, usual class: activators | primary human leukocytes, anti-CD3, IL-2 HTRF, 48 h; further: % of control where 0% means no effect
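Primary human leukocytes receive a-CD3 beads and test compound and are incubated 48 hr. Secreted IL-2 is then assayed by HTRF, measuring 665nm acceptor emission after 320nm excitation of the europium donor.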
ASM inhibitor – inhibitors of human secretory acid sphingomyelinase; P17405; placental ASM, HMU-PC fluorogenic substrate, 60 min; Potency, µM (highest dose often 57.5 µM), for inactives: at the highest dose activity change, negative = inhibition, actives largely listed as inhibitors; 340,000 tested, 0.006% active; AID 504937; further: potency means the concentration at half of the fitted maximal effect
Target sequence (P17405 47-631 limits assumed): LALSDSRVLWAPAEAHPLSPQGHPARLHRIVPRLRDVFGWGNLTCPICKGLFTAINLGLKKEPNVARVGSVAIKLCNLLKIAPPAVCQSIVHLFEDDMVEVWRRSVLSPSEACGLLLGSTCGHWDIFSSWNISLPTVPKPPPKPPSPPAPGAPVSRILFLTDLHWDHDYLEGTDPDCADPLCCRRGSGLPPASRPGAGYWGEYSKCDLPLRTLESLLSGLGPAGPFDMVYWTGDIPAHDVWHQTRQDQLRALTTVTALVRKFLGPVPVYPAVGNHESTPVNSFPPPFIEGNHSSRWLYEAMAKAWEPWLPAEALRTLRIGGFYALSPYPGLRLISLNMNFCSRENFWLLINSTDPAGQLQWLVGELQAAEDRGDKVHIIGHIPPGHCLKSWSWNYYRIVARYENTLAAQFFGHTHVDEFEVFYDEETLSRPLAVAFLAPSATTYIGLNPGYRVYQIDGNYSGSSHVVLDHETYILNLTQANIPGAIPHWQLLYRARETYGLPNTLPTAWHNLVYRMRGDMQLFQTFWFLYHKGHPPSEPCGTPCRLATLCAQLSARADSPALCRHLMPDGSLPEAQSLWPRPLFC
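Human placenta-derived ASM enzyme was preincubated with compound for 10 minutes at room temperature, then given fluorogenic substrate HMU-PC0 (9 uM final) for 60 minutes at 37 °C; a pH 10 stop preceded fluorescence reading at Ex 386/Em 447 nm.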
TSG101-PTAP inh – blocks PTAP/TSG101 interaction to inhibit HIV-1 budding; Q99816; Fluorescence polarization, FITC-PTAP peptide / Tsg101 binding; Potency, µM (doses to about 115 µM), for the others: at the top dose activity change, negative = inhibition, actives largely listed as inhibitors; 340,000 tested, under 10 active; active means well fitted inhibition curve with a large enough effect in the main read-out, with a control signal flat, not every such curve was filed as active; inconclusive means small, poorly fitted or top-dose-only effect, or effect the other way, or a change in a side signal; inactive means no such curve, though single readings can be large or run the other way; further: potency means the concentration at half of the fitted maximal effect; % of control where 0% means no effect
Target sequence (Q99816 whole entry, looked up): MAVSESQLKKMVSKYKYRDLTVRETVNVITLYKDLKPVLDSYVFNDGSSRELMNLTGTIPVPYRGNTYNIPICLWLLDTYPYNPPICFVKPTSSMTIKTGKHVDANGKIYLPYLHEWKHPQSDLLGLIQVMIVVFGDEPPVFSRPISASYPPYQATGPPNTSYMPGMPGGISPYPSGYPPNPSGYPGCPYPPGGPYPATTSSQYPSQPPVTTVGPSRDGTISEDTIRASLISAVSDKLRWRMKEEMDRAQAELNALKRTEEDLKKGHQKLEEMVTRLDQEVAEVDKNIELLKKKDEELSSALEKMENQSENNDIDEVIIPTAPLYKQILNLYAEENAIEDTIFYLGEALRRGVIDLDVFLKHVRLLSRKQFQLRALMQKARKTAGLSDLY
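Tsg101 binding domain (10 uM final) was mixed with compound and a FITC-labeled PTAP peptide (50 nM final) in HEPES pH 7.5 buffer with NaCl, Tween 20, EDTA and TCEP; fluorescence polarization was read after 20 min at r.t.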
ELG1 DNA repair – blocks ELG1-dependent DNA repair in HEK293T cells; HEK293T ELG1-luciferase reporter, luminescence, 16 h; DNA damage induced by 5-fluorouridine; Potency, µM (titrated, usually from 46.1 µM), for the others: at the top dose activity change, negative = inhibition, actives largely listed as inhibitors; 330,000 tested, 2.3% active; AID 504467; further: potency means the concentration at half of the fitted maximal effect; on the % scale 0 is the no-effect control and ±100 the full control effect; nearly all actives have a fitted effect of over 55% in size
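Reporter activity after DNA damage by 5-fluorouridine is monitored. Compound-treated cells incubate 16 hr at 37 °C, then ONE-Glo is added for 30 min before luminescence reading.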
Tb PFK inh – blocks T. brucei phosphofructokinase | O15648 | T. brucei PFK, ADP-Glo luminescence | Potency, µM (doses to about 57.5 µM), for inactives: at the top dose activity, negative = inhibition, most hits filed as inhibitors | 330,000 tested, 0.17% active | AID 485367;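 further: potency means the concentration at half of the fitted maximal effect; 0% = uninhibited 1x PFK enzyme wells and -100% = no-enzyme wells; nearly all actives have a fitted effect of over 60% in size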
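Compounds were pin-transferred as a titration series up to 57 uM into substrate buffer (0.5 mM F6P, 0.1 mM ATP, pH 8.0), then 1.25 nM PFK was added and reactions ran 45 min before ADP-Glo detection.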
* = called active by the depositor; ? = inconclusive; · = not tested or not shown; [ ] = remark or other dose. Unless noted, the call rests on the fitted dose curve; in most records, active means well fitted curve in the direction sought with a large enough effect; inconclusive means small, poorly fitted or top-dose-only effect, or another doubt; inactive means no such curve, though single readings can be large; an effect the other way counts as inactive or inconclusive. This is a random part of the collection; overall some 3.2% were active at least once.

molecule	TSG101-PTAP inh	ASM inhibitor	TSHR antagonist	Tb PFK inh	ELG1 DNA repair	A-T KAP1 phos	Mito fusion act	Chronic BCR inh	TCR act	Eya2 inh	a7 integrin act
O=C(Nc1ccccc1)OCCCCCOC(=O)Nc1ccccc1	2%	0%	-12	-2%	-5%	16%	-1%	?	-1%	6%	-23%
COC(=O)c1ccc(-c2ccc(C(c3c(C)[nH][nH]c3=O)c3c(C)[nH][nH]c3=O)o2)cc1	-4%	2%	9	-10%	-1%	-2%	-13%	?	0%	21%	-1%
CCN(C(=O)COC(=O)c1cc(OC)ccc1Br)C1CCS(=O)(=O)C1 (stereo not drawn)	-5%	0%	28	-9%	3%	9%	·	?	0%	6%	19%
Cc1ccc(C2=Nc3ccccc3NC(C)(c3ccc(C)o3)C2)o1 (stereo not drawn)	-8%	5%	16	2%	0%	-5%	16%	?	2%	10%	0%
Cc1cc2nc3n(c2cc1C)CC1CC(C(=O)NCc2cccc(C(F)(F)F)c2)N(C)C31 (stereo not drawn)	-2%	2%	-3	-3%	-6%	-23%	-23%	0%	12%	6%	0%
Cc1ccccc1N1C(=O)CC2(CCCC2)CC1=O	-10%	-2%	-6	-5%	11%	-3%	6%	-1%	-2%	1%	0%
Cc1ccc2occ(/C=N/O)c(=O)c2c1	0%	-4%	-2	-1%	16%	-1%	6%	-1%	5%	10%	9%
COc1ccc(CN(CC(O)COCc2ccccc2)S(=O)(=O)c2ccccc2Br)cc1 (stereo not drawn)	1%	-9%	12	-5%	?	14%	·	-2%	-3%[46.1 µM]	-11%	15%
Cc1ccc(OCc2cc(C(=O)N3CCc4[nH]cnc4C3c3ccccn3)no2)cc1C (stereo not drawn)	-1%	0%	-1	0%	0%	7%	-3%	-3%	-2%	11%	-11%
COCCN(C(=O)CSc1nnc(-c2ccc(C(C)(C)C)cc2)n1N)c1c(N)n(CC(C)C)c(=O)[nH]c1=O	-7%	7%	7	6%	?	-4%	-4%	1%	-8%	13%	12%
COc1ccc(S(=O)(=O)NCC(c2cccnc2)N2CCN(c3ccc(F)cc3)CC2)cc1C (stereo not drawn)	-3%	-4%	-12	-3%	?	1%	9%	22%	-2%[46.1 µM]	0%	-8%
O=c1[nH][nH]cc1C=Nc1ccccc1O	-1%	3%	9	2%	-10%	-7%	-1%	-10%	-2%	-9%	-37%
Cn1c(CCN2CCN(c3ccccn3)CC2)nc2cc(NC(=O)COc3ccccc3)ccc21	1%	-1%	-18	-21%	?	7%	-8%	?	7%	0%	0%
O=C(Nc1cccc(C(F)(F)F)c1)OCCN1CCN(Cc2ccccc2)CCC1=O	-3%	0%	-5	-7%	-19%	16%	-3%	-3%	12%	-2%	-21%
CCC(C)OC(=O)C[N+](C)(C)CCOC1CC2CCC1(C)C2(C)C (stereo not drawn)	-1%	-1%	13	-4%	?	8%	-9%	?	2%	-23%	-66%[inhibitor]
COC(=O)CCN1CCc2cc(N=Nc3ccc([N+](=O)[O-])cc3)ccc21	-11%	0%	10	0%	?	7%	-6%	?	0%	-6%	5%
CC(=O)C1C(c2ccc(Cl)cc2)c2c(noc2C)CC1(C)O (stereo not drawn)	-9%	-1%	2	-5%	14%	8%	-3%	?	-3%	5%	42%
Cc1nnc(SCc2cccc([N+](=O)[O-])c2)o1	-2%	1%	-3	-7%	-4%	3%	-2%	1%	·	-15%	11%
O=C(COC(=O)c1ccc2c(c1)OCO2)Nc1ncc(Cl)cc1Cl	-6%	1%	2	-2%	4%	1%	4%	5%	7%[46.1 µM]	-5%	11%
Cc1ccc(S(=O)(=O)N(Cc2nccn2C)C(C)C)cc1	-8%	3%	1	-2%	-11%	-2%	-5%	1%	-4%	16%	-13%
COc1ccc(S(=O)(=O)N2CCN(C(=O)c3cc(C)on3)CC2)cc1	1%	4%	7	0%	1%	-15%	0%	-3%	·	16%	-21%
COc1cc(C(=O)NNC(=O)c2cc(C)[nH]n2)cc(OC)c1OC	0%	3%	0	1%	2%	2%	-5%	-4%	-8%	1%	47%
CCOc1ncccc1C(=O)OCC(=O)NC1CC1	-2%	2%	-5	-1%	10%	-11%	-2%	-1%	-5%	6%	-13%
O=C(CSc1nccc(=O)[nH]1)Nc1ccc2ccccc2c1	2%	0%	·	13%	?	6%	·	9%	-25%	14%	23%
Cc1cc(C)n(-c2ccc(C(=O)N3CC(C)OC(C)C3)cc2)n1 (stereo not drawn)	-2%	-2%	1	-1%	-7%	-1%	0%	-8%	-2%	-15%	26%

Single records, from the list above. Screens in order: TSG101-PTAP inh	ASM inhibitor	TSHR antagonist	Tb PFK inh	ELG1 DNA repair	A-T KAP1 phos	Mito fusion act	Chronic BCR inh	TCR act	Eya2 inh	a7 integrin act
CCOc1ncccc1C(=O)OCC(=O)NC1CC1 across the screens: -2%	2%	-5	-1%	10%	-11%	-2%	-1%	-5%	6%	-13%
O=C(Nc1cccc(C(F)(F)F)c1)OCCN1CCN(Cc2ccccc2)CCC1=O across the screens: -3%	0%	-5	-7%	-19%	16%	-3%	-3%	12%	-2%	-21%
COC(=O)CCN1CCc2cc(N=Nc3ccc([N+](=O)[O-])cc3)ccc21 across the screens: -11%	0%	10	0%	?	7%	-6%	?	0%	-6%	5%

Single entries from the list:
In ELG1 DNA repair, COc1cc(C(=O)NNC(=O)c2cc(C)[nH]n2)cc(OC)c1OC is listed with 2%
In TSG101-PTAP inh, COC(=O)c1ccc(-c2ccc(C(c3c(C)[nH][nH]c3=O)c3c(C)[nH][nH]c3=O)o2)cc1 is listed with -4%

Additional entries follow.
molecule	TSG101-PTAP inh	ASM inhibitor	TSHR antagonist	Tb PFK inh	ELG1 DNA repair	A-T KAP1 phos	Mito fusion act	Chronic BCR inh	TCR act	Eya2 inh	a7 integrin act
COCCn1cnnc1SCC(=O)c1ccc(S(=O)(=O)N2CCCC2)cc1	-1%	-2%	0	1%	3%	21%	2%	2%	1%	11%[15.4 µM]	-13%
Cc1onc(-c2c(Cl)cccc2Cl)c1NC(=O)NN(C)c1ccc([N+](=O)[O-])cn1	0%	1%	-4	-1%	-22%	2%	-10%	?	-47%	18%	5%
COC(=O)CS(=O)(=O)c1cccc2cccnc12	-5%	16%	-3	1%	-2%	-2%	3%	-1%	-1%	-5%	6%
COc1ccccc1CNC(=O)c1ccc(NC2=NC3CS(=O)(=O)CC3S2)cc1 (stereo not drawn)	-3%	4%	7	-1%	1%	-7%	0%	-9%	7%	3%	8%
O=C(CNCc1ccc(Cl)cc1)Nc1ccc(C(=O)N2CCCCCC2)cc1	-9%	-4%	11	-13%	-13%	-7%	-2%	?	-2%	-3%	-14%
CSc1ccc(NC(=O)N2CCN(c3nc4ccccc4s3)CC2)cc1	-4%	?	-9	4%	-19%	-11%	-1%	?	6%	8%	-14%
CC(C)CCCN1C(Nc2ccccc2)=NC[C@@H]1CC(C)C	-1%	5%	11	1%	-10%	6%	-6%	-23%	0%	-8%	-45%
COc1ccc(C(=O)Nc2ccc(OC)c(OC)c2)cc1	-5%	1%	-2	-10%	?	-4%	-3%	-5%	6%	8%	4%
O=S1(=O)CCN(Cc2ccccc2Cl)CC1	-6%	2%	9	-1%	0%	-4%	3%	-5%	-8%	6%	4%
CCOC(=O)c1sc2ccccc2c1OC(=O)c1ccccc1	1%	12%	1	-3%	?	5%	14%	-14%	0%	14%	-1%

Screening results from PubChem.
